TRPM1 prom inh: reduces MITF-dependent TRPM1 promoter luciferase signal | inhibition, % at 12.5 µM | AID 488899 | hit rate 0.83% among 330,000 | SK-MEL-5 TRPM1 promoter luciferase, 24 h;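 active = mean inhibition across replicates of 60% or more, whatever share of single replicates reaches that level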; also: values of inactives mirror those of a sister screen read the other way
NR2E3 ag-1: NR2E3 (human) agonism | Q9Y5X4 | GST-NR2E3/biotin-RetCOR TR-FRET, 1536-well | inhibition of corepressor binding, % at 4.78 µM | hit rate 0.12% among 320,000 | AID 2300;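 active = percent inhibition above the cutoff of mean plus 3 SD of all tested compounds, set per screening campaign, cut at about 20% in these data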;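 also: 0% = DMSO wells and 100% = biotin wells as full block of FRET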
Target sequence (Q9Y5X4 whole entry, looked up): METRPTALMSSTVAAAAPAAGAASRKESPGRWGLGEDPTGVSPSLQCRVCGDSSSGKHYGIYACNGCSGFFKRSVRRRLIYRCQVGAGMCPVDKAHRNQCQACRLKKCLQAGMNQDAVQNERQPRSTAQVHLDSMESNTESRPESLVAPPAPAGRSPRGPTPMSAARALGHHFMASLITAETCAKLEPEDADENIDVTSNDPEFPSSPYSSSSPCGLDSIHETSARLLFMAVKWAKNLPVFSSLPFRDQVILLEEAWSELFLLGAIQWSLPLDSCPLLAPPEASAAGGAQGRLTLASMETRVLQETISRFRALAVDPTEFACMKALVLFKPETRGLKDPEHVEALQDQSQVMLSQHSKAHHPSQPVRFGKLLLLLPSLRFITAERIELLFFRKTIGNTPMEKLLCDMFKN
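Format: 1536-well format; test system: GST-NR2E3 and biotin-RetCOR proteins; read-out basis: percent inhibition of TR-FRET ratio; timing: 5 h incubation at 4 °C; detection: time-resolved FRET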
Exocytosis inh: lytic granule exocytosis inhibition; TALL-104 LAMP-1 surface exposure, flow cytometry; cells stimulated with thapsigargin and PMA; inhibition, % at 10 µM; hit rate 0.66% among 360,000;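 active = inhibition above about 55%, limit read from the data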
aDG glyco act: increases alpha dystroglycan glycosylation; hit rate 0.22% among 360,000; Pro5-aDG cells, alpha-DG glycosylation AlphaScreen (IIH6); 0% Pro5, 100% B10-LARGE cell signal; activation, % at 10 µM;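 active = activation of at least 8% versus controls, or a plate z-score of at least 8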;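 also: Pro5 are CHO cells carrying HIG-tagged alpha-DG that lacks glycosylation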
Vif inh: blocks HIV Vif function; inhibition, % at 7.49 µM; HEK293T cells, Vif self-association by quenched fluorescence, imaging, 24 h; hit rate 0.35% among 340,000; in the data active = inhibition above about 50%, passing the limit was not always enough; also: some results filed as inactive read as strong as hits
PDI inh: PDI (human) enzyme inhibition; P07237; PDI insulin aggregation turbidity, A650, 90 min; inhibition, % at 10 µM; hit rate 0.052% among 350,000; AID 588391;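 active = mean inhibition across replicates of 30% or more, whatever share of single replicates reach that level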;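 also: absorbance from insulin aggregation driven by PDI reduction with DTT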
Target sequence (P07237 whole entry, looked up): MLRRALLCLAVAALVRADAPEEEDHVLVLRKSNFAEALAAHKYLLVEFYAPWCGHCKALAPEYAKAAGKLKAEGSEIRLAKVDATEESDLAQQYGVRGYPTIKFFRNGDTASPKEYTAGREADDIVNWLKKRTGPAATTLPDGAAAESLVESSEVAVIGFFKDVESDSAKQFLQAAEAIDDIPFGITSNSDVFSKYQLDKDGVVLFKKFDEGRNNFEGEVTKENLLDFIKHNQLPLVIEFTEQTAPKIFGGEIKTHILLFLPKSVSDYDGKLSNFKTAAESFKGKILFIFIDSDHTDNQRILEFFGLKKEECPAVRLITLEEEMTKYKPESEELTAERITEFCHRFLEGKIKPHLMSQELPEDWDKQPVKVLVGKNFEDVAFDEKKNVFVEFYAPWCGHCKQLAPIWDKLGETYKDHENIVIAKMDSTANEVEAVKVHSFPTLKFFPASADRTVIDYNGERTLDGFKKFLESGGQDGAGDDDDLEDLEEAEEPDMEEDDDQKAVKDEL
NR2E3 ag-2: human photoreceptor-specific nuclear receptor agonism; CHO-S Gal4-NCOR/VP16-NR2E3 two-hybrid, luciferase; inhibition of corepressor binding, % at 3.98 µM; hit rate 0.35% among 360,000; AID 602229;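 active = inhibition above the mean of all tested compounds plus 3 SD, cut at about 70% in these data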;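 also: 0% = DMSO with NR2E3 transfected cells and 100% = cells lacking NR2E3 construct; higher means lower luciferase signal from less NR2E3 corepressor binding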
hiPSC survival: increases survival of single human iPS cells | hiPSC single-cell survival, ATPlite luminescence; 100% = ROCK inhibitor wells, 0% = DMSO | survival enhancement, % at 20 µM | hit rate 0.044% among 360,000 | AID 602274; in the data active = survival enhancement above about 18%;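 also: cells exposed to compounds for 16 hours before the ATP read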
Peg3 prom inh: Peg3 promoter activity inhibition | hit rate 1.7% among 360,000 | HeLa PEG-Prom luciferase reporter, luminescence, overnight | inhibition, % at 20 µM;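 active = inhibition of at least 50% at 20 µM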
CaV13 FRET inh: Primary screen for inhibitors of IQ motif and Ca2+-dependent inactivation inhibitor domain binding in CACNA1D, Förster resonance energy transfer in living cells, … | hit rate 0.098% among 340,000 | AID 743397 | HEK cells, CFP/YFP FRET ICDI-IQ, plate reader, 10 min; percent FRET-ratio fall versus neutral wells | inhibition, % at 12.3 µM;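 active = mean replicate inhibition of at least 30% and at least 1% of replicates passing that level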;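 also: 0% = median of the neutral control wells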
HIF-2a block: inhibitors of HIF-2a. AID 624352. hit rate 0.72% among 360,000. 786-0 RCC cells HIF-2a reporter, luciferase luminescence, overnight. inhibition, % at 18.8 µM;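 active = inhibition of the luminescence signal of 40% or more relative to plate controls, in a single-dose primary screen at 18.75 µM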
* hit, by the source's call; nt = no result given.

SMILES | TRPM1 prom inh | NR2E3 ag-1 | Exocytosis inh | aDG glyco act | Vif inh | PDI inh | NR2E3 ag-2 | hiPSC survival | Peg3 prom inh | CaV13 FRET inh | HIF-2a block
CCOc1cc(/C=C2/C(=N)N3OC(C)=CC3=NC2=O)ccc1OCCOc1ccccc1 | 1 | 1 | -2 | -0.1 | 0 | 1 | -1 | -1.4 | 17 | nt | 3
CCCCNC(=O)CSc1nnc(Cc2ccc(Cl)c(Cl)c2)c(=O)[nH]1 | 6 | 2 | -3 | -0.1 | 12 | -2 | -31 | 0.6 | 8 | -4 | 20
Cc1cc(C(=O)COC(=O)Cc2ccc(Br)cc2)c(C)n1C | -18 | 0 | -5 | 0.0 | 8 | -50 | -1 | -0.2 | -17 | -2 | 1
COc1ccc(/C=N/OCC(=O)Nc2ccc3c(c2)OCO3)c(OC)c1 | 13 | 6 | -1 | -0.1 | -2 | 0 | -16 | 0.1 | -11 | -3 | 0
CC(Oc1ccc(F)cc1)C(=O)Nc1cc(S(=O)(=O)N2CCCCC2)ccc1N1CCOCC1 (stereo not given) | -4 | 2 | -5 | -0.3 | -5 | 0 | -11 | -0.5 | 21 | -6 | 6
CCN(CC1COc2ccccc2O1)C(=O)CN1C(=O)NC(C)(c2ccccc2)C1=O (stereo not given) | -3 | 1 | 1 | 0.2 | 7 | 5 | -14 | 0.3 | 8 | -6 | 5
CC1CCC/C(=C\Nc2ccc(O)cc2)C1=O (stereo not given) | -38 | 0 | -1 | 0.2 | 0 | -1 | 2 | 2.2 | -164 | -4 | -53
C=CCc1c(C)nc2c(OC)cccc2c1Cl | -8 | -1 | -4 | 0.0 | -14 | -6 | -1 | -0.5 | -74 | -2 | -85
COCCNC(=O)C(c1ccccc1)N(CCOC)C(=O)Cn1nnc2ccccc21 (stereo not given) | 5 | nt | 1 | 0.0 | -6 | 0 | -2 | 2.4 | 13 | -4 | 16
CCC1(C)NC(=O)N(CC(=O)c2cc(C)n(C3CC3)c2C)C1=O (stereo not given) | -7 | nt | 16 | 0.1 | 0 | 9 | -12 | -0.3 | -21 | -3 | -1
CCOC(=O)C1=C(c2ccccc2)N(C)C(=O)NC1c1ccc(OC(F)F)c(OC)c1 (stereo not given) | 3 | 0 | 2 | 0.2 | -2 | 2 | -17 | -1.2 | 13 | -1 | 26
CCc1ccc2nc(N(CCCN(C)C)C(=O)c3ccc(S(=O)(=O)N4CCCc5ccccc54)cc3)sc2c1 | 13 | -2 | 56* | 0.7 | 3 | 18 | -27 | -0.4 | 106* | -5 | -25
Cc1ccc(S(=O)(=O)N2CCN(C(=O)CC3CCCC3)CC2)cc1 | 11 | 3 | -2 | 0.2 | 1 | -6 | 1 | -0.3 | 7 | nt | -2
COCCn1c(SCc2ccc(OC)c(F)c2)nc2ccccc2c1=O | -2 | 0 | 7 | 0.4 | 7 | 6 | 0 | -0.3 | -2 | 7 | -26
COc1ccc(S(=O)(=O)N2CCc3ccccc32)cc1C(=O)O | -5 | -2 | -2 | 0.0 | 4 | 4 | -12 | 0.2 | 14 | -5 | 21
COc1cc(C)nc(N(C)C(C)=O)n1 | 15 | -1 | 0 | -0.2 | -15 | -2 | -27 | -1.2 | 14 | -3 | 4
Cc1ccc(Cc2cnc(NC(=O)c3cccs3)s2)cc1 | -71 | 1 | 1 | 0.1 | -6 | 4 | -148 | 1.4 | -279 | 0 | -208
COc1ccc(N2N=NN(C(C)C)C2=C(Cl)c2nnnn2-c2ccc(OC)cc2)cc1 | 37 | nt | -4 | 2.0 | -2 | 1 | -38 | -2.6 | -95 | -6 | -157
O=C(Cc1ccccc1)N(c1ccccc1)c1ccccc1 | 7 | nt | -5 | 2.7 | 9 | nt | 19 | 2.6 | 14 | nt | 12
O=C1NC(=Nc2cccc([N+](=O)[O-])c2)SC1(CO)CO | -6 | 1 | -4 | 0.0 | 3 | 5 | 7 | -0.7 | 8 | -13 | 16
CC(C)(C)OC(=O)N1CCN(Cc2ccc(F)c(B(O)O)c2)CC1 | 0 | nt | -3 | 0.4 | -4 | -3 | 23 | -1.5 | 3 | -6 | -1
Cc1ccc(C(=O)NC2CCN(CC(=O)NC3CCC(C)CC3)CC2)cc1 (stereo not given) | 3 | -1 | -5 | 0.0 | 1 | -1 | 0 | 0.0 | -4 | -5 | -6
COc1cccc(-c2nc(CS(=O)(=O)CC(=O)NCCC(C)C)c(C)o2)c1 | 11 | 4 | 1 | -0.3 | nt | nt | 7 | -1.0 | -1 | -6 | 6
CCCCCCN1CCN(C2CN(Cc3cn(Cc4cccc(C(F)(F)F)c4)nn3)S(=O)(=O)C2)CC1 (stereo not given) | nt | nt | 9 | 0.6 | nt | nt | -11 | 0.0 | nt | -3 | 2
CCOC(=O)C(CCCCOc1cccc(CC)c1)C(=O)OCC | -6 | -1 | -2 | -0.1 | -10 | -2 | 2 | -0.2 | -4 | -2 | 17
Cc1cc(C(=O)c2ccccc2)c(NC(=O)CCl)s1 | -4 | 1 | 0 | 1.8 | 3 | 18 | -20 | -1.1 | 28 | -6 | 14
O=C(CO/N=C/c1c(Cl)cccc1Cl)NNC(=O)c1cccc(Cl)c1 | 15 | -2 | -5 | 0.1 | -6 | 3 | 6 | -0.2 | 4 | -18 | 14
COc1ccccc1C(=O)Nc1ccc(OCC(=O)N2C(C)CCCC2C)cc1 (stereo not given) | -31 | 1 | 1 | 0.4 | -1 | -1 | -32 | -1.3 | -71 | -6 | -64
COc1cccc(C2(O)CCN(C(=O)C3CC3)CC2)c1 | 8 | 0 | 4 | 0.2 | nt | -6 | -20 | 3.0 | 10 | nt | 4
CN(C(=O)c1ccc2c(Cl)c3c(nc2c1)CCC3)c1ccccc1 | nt | 1 | -6 | 0.3 | -6 | nt | -32 | -2.3 | -239 | -3 | -265
Cc1cc(NC(=O)c2ccccc2)ccc1NC(=O)c1ccccc1Cl | -9 | -1 | 1 | 1.9 | -7 | -3 | -90 | -0.8 | -9 | -2 | -42
COc1ccc(C(=O)C2CCCN(Cc3cccn3-c3ccccn3)C2)c(OC)c1 (stereo not given) | 11 | 2 | 2 | 0.4 | -3 | 7 | -28 | -1.5 | 10 | -5 | 12
O=C(CSc1ccc(Cl)cc1)NNC(=O)c1cccnc1 | -1 | 2 | -7 | -0.4 | -1 | 4 | -10 | -0.7 | -9 | 6 | 13
Nc1c(C(=O)Nc2ccccc2)nnn1-c1ccc2c(c1)OCCO2 | -25 | 2 | 11 | 0.0 | 3 | -4 | -141 | -0.4 | -166 | -3 | -124
O=C(O)c1cc(-c2ccco2)nn1-c1cccc(Cl)c1 | 20 | 3 | 10 | 0.0 | 3 | 0 | -13 | -0.6 | 5 | -5 | 11
O=S(c1ccsc1)c1ccsc1 | 14 | 1 | -2 | 0.0 | -1 | -5 | 16 | 5.4 | 8 | nt | 0
COc1ccc(C(C(=O)NC2CCCC2)N(CCCO)C(=O)c2snc(C(N)=O)c2N)cc1 (stereo not given) | -10 | -4 | -4 | -0.2 | 2 | -2 | -42 | -0.8 | -14 | -7 | 1
CCN(CC)C(=O)COC(=O)C1=NN(c2cc(C)ccc2C)C(=O)CC1 | 13 | 5 | -4 | 0.0 | 3 | -3 | -6 | 2.4 | 1 | -2 | 6
COc1ccccc1/C=N\Nc1ccccc1[N+](=O)[O-] | -83 | -1 | -2 | -0.2 | 6 | -5 | -109 | -0.6 | -378 | -22 | -319
C=CCn1c(CCCNC(=O)c2ccccc2OC)nc2ccccc21 | 15 | -1 | 3 | 0.4 | 15 | -2 | 3 | 1.0 | 12 | nt | 12
CCOC(=O)c1ccc2nc(NC(=O)C(C)C)sc2c1 | nt | 2 | -4 | 0.1 | nt | 1 | -100 | -1.9 | -232 | -7 | -95
O=C(C1CCC(CNc2c(N3CCCCC3)c(=O)c2=O)CC1)N1CCN(C2CCCCC2)CC1 (stereo not given) | -3 | 2 | -2 | -0.1 | -4 | 7 | -18 | 0.0 | 13 | -6 | 16
CC(C)c1ccccc1NC(=O)C1CC(=O)N(C2CCCC2)C1 (stereo not given) | -9 | -1 | 1 | 0.0 | 5 | 0 | -4 | -0.3 | 3 | nt | 5
O=C(NCCCN1CCOCC1)C(=O)c1c[nH]c2ccccc12 | 25 | 5 | 7 | 0.0 | 37 | 1 | -41 | 0.0 | 9 | -7 | 5
Cc1ccc(NC(=O)C(=O)NNC(=O)c2cccs2)cc1 | -3 | 1 | -7 | -0.2 | -5 | -8 | -17 | -1.6 | -56 | -4 | -72

Brought forward from above: 2 entries; new compounds follow.
SMILES | TRPM1 prom inh | NR2E3 ag-1 | Exocytosis inh | aDG glyco act | Vif inh | PDI inh | NR2E3 ag-2 | hiPSC survival | Peg3 prom inh | CaV13 FRET inh | HIF-2a block
O=C(NCCCN1CCOCC1)C(=O)c1c[nH]c2ccccc12 | 25 | 5 | 7 | 0.0 | 37 | 1 | -41 | 0.0 | 9 | -7 | 5
Cc1ccc(NC(=O)C(=O)NNC(=O)c2cccs2)cc1 | -3 | 1 | -7 | -0.2 | -5 | -8 | -17 | -1.6 | -56 | -4 | -72
COCc1cc(N2CCCC2)nc(-c2ccccc2)n1 | 2 | 2 | 0 | -0.2 | -1 | 0 | -2 | -0.6 | 12 | -5 | 2
O=C(NCCCn1ccnc1)C(Cc1ccc([N+](=O)[O-])cc1)N1C(=O)c2ccccc2C1=O (stereo not given) | 6 | 3 | -3 | -0.2 | -4 | -7 | 6 | 1.3 | 8 | nt | 5
O=[N+]([O-])c1ccc(CN2CC(N3CCN(CCO)CC3)CS2(=O)=O)cc1 (stereo not given) | nt | nt | 2 | 0.1 | nt | -3 | 11 | 2.9 | 0 | -5 | 9
Cc1nc(C)c(C(=O)OCC(=O)NCc2ccccc2Cl)s1 | -4 | nt | 2 | -0.2 | 11 | 1 | 9 | -1.8 | -18 | -5 | -13
Cc1csc(NC(=O)c2ccc(C)s2)n1 | -57 | 1 | 4 | 0.0 | -1 | 7 | -72 | -0.1 | -241 | -5 | -164
Cc1ccc(C(=O)NCC(=O)OCC(=O)c2ccc(C)c([N+](=O)[O-])c2)cc1 | -5 | -4 | -9 | 0.1 | 0 | -8 | -4 | 0.3 | 2 | -5 | 4
CCOC(=O)C1CCCN(C/C=C/c2ccccc2)C1 (stereo not given) | -7 | nt | -3 | -0.1 | -3 | 12 | -1 | 2.1 | 2 | -2 | 17
C=CCNC(=O)COc1ccc(Oc2ccccc2)cc1 | -16 | 3 | 1 | -0.3 | -7 | -6 | 0 | 2.5 | -82 | -4 | -146
O=C(Nc1nc2ccccc2s1)c1ccc(F)cc1 | -31 | 0 | 1 | -0.1 | -13 | -2 | -180 | -0.8 | -219 | 8 | -218
CCCCOC(=O)Cn1c(=O)oc2ccc(C)cc21 | nt | 1 | -3 | -0.4 | 1 | nt | -17 | 2.6 | 8 | -4 | -4
CN(C)c1ccc(NC(=O)Cn2ncn3c(cc4ccccc43)c2=O)cc1 | 19 | 1 | -7 | -0.2 | 1 | 9 | -11 | 1.1 | -8 | -7 | -12

Bioassay records deposited in PubChem by several laboratories.

The order is random (roughly 3.5% active in at least one column).
